# Screens as filed in PubChem BioAssay.
# FadD28 binding = blocks FadD28 binding to the bisubstrate probe. inhibition, % at 12.5 µM. fluorescence polarization. AID 588549. 0.22% of 360,000 active; in the data active means inhibition above about 8.5%, passing the limit was not always enough; inconclusive means no clear call, values can overlap the other calls
# Mtb UGM inh = blocks M. tuberculosis UGM enzyme | 0.06% of 320,000 active | P9WIQ1 | inhibition, % at 10 µM | purified UGM, fluorescence polarization probe displacement; in the data active means inhibition above about 10%, passing the limit was not always enough; inconclusive means no clear call, values can overlap the other calls
# Target sequence (P9WIQ1 whole entry, looked up): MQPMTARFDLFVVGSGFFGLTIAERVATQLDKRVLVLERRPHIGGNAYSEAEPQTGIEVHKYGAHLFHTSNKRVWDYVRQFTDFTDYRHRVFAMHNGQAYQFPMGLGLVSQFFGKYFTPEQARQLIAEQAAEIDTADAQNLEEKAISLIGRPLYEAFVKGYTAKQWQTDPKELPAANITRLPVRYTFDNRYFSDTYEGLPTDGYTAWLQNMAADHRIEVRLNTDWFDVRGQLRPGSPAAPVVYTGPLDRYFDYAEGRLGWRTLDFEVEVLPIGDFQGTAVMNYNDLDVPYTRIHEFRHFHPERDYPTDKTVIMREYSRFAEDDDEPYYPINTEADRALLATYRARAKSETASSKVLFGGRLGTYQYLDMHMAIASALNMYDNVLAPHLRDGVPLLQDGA
# BoNT F protease = blocks Botulinum neurotoxin F light chain protease. Multiplex microsphere protease cleavage assay, flow cytometry. 0.22% of 360,000 active. AID 588497. inhibition, % at 10 µM; in the data active means inhibition above about 35%, passing the limit was not always enough; inconclusive means no clear call, values can overlap the other calls; further: plate controls were buffer without enzyme for full effect and enzyme alone for no effect
# Mtb BioA inh = inhibitors of Mycobacterium tuberculosis BioA enzyme. purified M. tuberculosis BioA enzyme, plate reader. inhibition, % at 9.99 µM. 0.096% of 360,000 active. AID 602481; in the data active means inhibition above about 40%; inconclusive means no clear call, values can overlap the other calls
# BoNT-A LC inh2 = blocks Botulinum neurotoxin A light chain protease; multiplex microsphere protease substrate cleavage, flow cytometry; inhibition, % at 10 µM; 0.17% of 360,000 active; AID 588499; in the data active means inhibition above about 30%; inconclusive means no clear call, values can overlap the other calls; further: plate controls were buffer without enzyme for full effect and enzyme alone for no effect
# GDH-TPI inh = inhibits GDH-TPI coupling enzymes, artifact for Mtb FBA screen | GDH-TPI coupled enzyme counterscreen, NADH absorbance | inhibition, % at 4.8 µM | 1.2% of 360,000 active;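 further: 0% = DMSO wells and 100% = wells lacking the enzyme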
# FBA Mtb inh = inhibitors of M. tuberculosis fructose-bisphosphate aldolase | purified M. tuberculosis FBA, fluorescence read-out | 2.3% of 360,000 active | AID 588726 | inhibition, % at 1 µM | P9WQA3; in the data active means inhibition above about 27%;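 further: 0% = vehicle and 100% = reference inhibitor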
# Target sequence (P9WQA3 whole entry, looked up): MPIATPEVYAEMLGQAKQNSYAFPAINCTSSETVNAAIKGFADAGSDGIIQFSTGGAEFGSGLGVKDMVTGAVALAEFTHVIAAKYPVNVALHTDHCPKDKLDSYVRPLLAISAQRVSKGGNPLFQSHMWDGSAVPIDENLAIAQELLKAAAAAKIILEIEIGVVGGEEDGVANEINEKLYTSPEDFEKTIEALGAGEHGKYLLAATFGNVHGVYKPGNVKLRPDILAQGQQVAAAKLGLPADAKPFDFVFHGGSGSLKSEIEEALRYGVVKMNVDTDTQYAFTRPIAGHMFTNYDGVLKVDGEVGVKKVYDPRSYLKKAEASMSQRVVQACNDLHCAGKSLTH
# CCHFV vOTU inh = CCHFV vOTU protease inhibition; Pep-AMC fluorescence; inhibition, % at 11.5 µM; 0.55% of 370,000 active; AID 651958; further: 0% = vehicle wells with enzyme and 100% = no enzyme wells
# PrPC surface inh = inhibitors of human cell surface prion protein PrPC | 0.43% of 370,000 active | P04156 | inhibition, % at 13.8 µM | TR-FRET read-out; in the data active means inhibition above about 24%; further: 0% = median of the test wells and 100% = reference compound wells
# Starred values were filed as active, the others as inactive; ? = inconclusive; / = no result given; + = active, no number. Unless noted, no stated cut-off is given here; in the data, active means inhibition above about 30%; inactive means the rest.
SMILES,FadD28 binding,Mtb UGM inh,BoNT F protease,Mtb BioA inh,BoNT-A LC inh2,GDH-TPI inh,FBA Mtb inh,CCHFV vOTU inh,PrPC surface inh
Cc1cc(OCC(=O)NCc2nc(-c3ccccc3)no2)c(C)cc1Br,1.1,-1.5,-4,0.3,1.0,-2,4,-12,-3
Cc1cnc(C(=O)Oc2ccc(-c3ccccc3)cc2)cn1,0.5,1.7,2,-6.2,0.3,2,0,17,-1
CCC(C)[C@H](NC(=O)OC(C)(C)C)C(=O)N/N=C/c1ccc2nccnc2c1 (stereo partly drawn),-1.9,-0.1,-3,0.2,0.5,27,4,-6,-20
Cc1cc([N+](=O)[O-])ccc1NC(=O)C(C)[n+]1ccccc1 (stereo not drawn),-1.6,0.9,3,/,0.3,2,1,8,-11
Nc1ccccc1C(=O)NCCCN1CCOCC1,-1.3,2.4,-12,-0.2,-3.3,9,67*,-29,-5
COC(=O)CSc1nc(C)c(C(=O)Nc2ccccc2C)c(-c2ccc(Cl)cc2)c1C#N,-3.4,-1.3,-2,/,0.2,2,4,20,2
CC(C)c1cccc(-c2csc(C(C)(O)c3cccc(F)c3)n2)c1 (stereo not drawn),-0.1,/,3,-1.3,-0.5,12,4,11,2
CCCCCn1c(CN(C)Cc2ccccc2)nc2c1c(=O)n(C)c(=O)n2C,-2.5,/,-2,7.5,-1.2,-10,1,21,4
Cc1ccc(C2CC(=O)Nc3c2ccc2ccccc32)cc1[N+](=O)[O-] (stereo not drawn),0.0,-0.2,-7,0.1,-0.4,6,0,-14,3
O=C1CCC/C=C\C[C@@H](CC(=O)N(CCO)Cc2ccccc2)C(=O)N[C@H](c2ccccc2)CO1,-3.0,1.7,-4,-1.5,-0.1,0,2,1,-4
COc1ccc(C2CC(c3ccccc3)Nc3nc(N)nn32)cc1 (stereo not drawn),-1.0,-1.5,1,-0.4,-1.7,8,0,-3,2
COc1cccc(C(CC(=O)NCCN2CCOCC2)NS(=O)(=O)c2ccc(C)cc2)c1OC (stereo not drawn),-0.4,/,-1,-0.9,0.1,7,3,10,2
CC(C)Cn1c(SCC(=O)NC2CCCc3ccccc32)nc(O)cc1=O (stereo not drawn),0.4,-2.2,-9,-0.3,0.2,7,-4,14,8
COc1ccc(/C=C/CN2CCN(Cc3ccc(F)cc3)C(CCO)C2)cc1 (stereo not drawn),-1.7,-1.7,0,2.5,0.7,0,4,6,-11
COc1cc(/C=C2\SC(=O)N(Cc3ccc(Cl)cc3)C2=O)cc([N+](=O)[O-])c1O,24*,/,13,/,2.1,-4,-3,14,1
COC(=O)c1cc(S(=O)(=O)N2CCN(c3cc(C)ccc3C)CC2)c[nH]1,-1.1,2.6,-6,-2.3,-0.7,7,2,1,1
CCCNC(=O)CS(=O)Cc1nc(-c2ccc(OC)cc2)oc1C (stereo not drawn),-0.8,-0.1,-1,2.2,0.5,-1,5,2,6
COCCNC(=O)/C(C#N)=C/c1cc(Br)c(O)c(OC)c1,-1.4,3.0,-8,/,-0.4,3,-18,5,7
Cc1nc2ccc(Cl)cc2c(-c2ccccc2)c1C(=O)O,-2.2,5.2,-3,/,-0.6,-3,3,-7,2
Cc1c(NC(=O)Nc2ccc(C#N)cc2)c(=O)n(-c2ccccc2)n1C,-2.1,-1.6,-5,-1.4,-3.3,-3,1,1,-5
Cc1ccc2c(c1)N(CC(=O)N1CCCc3ccccc31)C(=O)CO2,-1.4,1.0,-1,0.4,-0.9,-7,2,3,-2
CC1(C(=O)NS(=O)(=O)c2ccc3c(c2)CCO3)CCN1C(=O)c1ccccc1CCc1ccccc1 (stereo not drawn),-4.4,/,-4,-0.8,-0.1,1,-1,-10,6
COc1cc(C(=O)NCC(=O)OCC(=O)N2CCc3ccccc32)cc(OC)c1OC,-0.9,-0.7,11,/,0.2,5,-1,-10,-7
O=C1c2oc3ccc(F)cc3c(=O)c2C(c2ccc(F)cc2)N1CCCN1CCOCC1 (stereo not drawn),-3.4,1.6,-11,13,0.0,0,3,15,0
Oc1cccc(/C=N/N2CCCCC2)c1O,0.2,3.5,-9,-1.1,-2.5,5,0,4,0
CC(O)CCC(=O)NCCNC(=O)CCC(C)O (stereo not drawn),-1.9,-0.8,-2,1.0,-2.4,2,-1,-3,-1
O=C(NC1CCCC1)c1cc(Cl)ccc1[N+](=O)[O-],-4.0,-2.6,-2,/,-0.9,3,2,16,-3
CCOC(=O)CSc1nnc(-c2ccoc2C)n1-c1ccc(OCC)cc1,-0.5,-1.4,7,3.8,-0.1,-1,1,8,-2
Cc1cc(N/N=C/c2cccc(F)c2)nc(NCc2ccccc2)n1,-2.2,1.2,0,/,-1.4,14,-2,16,11
Cc1nc(NC(=O)C2CCCC2)sc1Cc1ccc2c(c1)OCO2,-1.2,0.7,2,-1.6,0.8,11,-1,5,1
O=C(CN1C(=O)NC2(CCCc3ccccc32)C1=O)Nc1cc(F)ccc1F (stereo not drawn),-0.7,1.9,-1,1.6,5.3,2,4,7,5
COc1ccc(C(=O)NN(c2ccccc2)c2ccccc2)cc1,-3.7,-1.5,24,3.2,20,-2,-1,17,6
COc1ccc(C(=O)NCc2ccc3c(c2)OCO3)cc1S(=O)(=O)NCc1ccc(Cl)cc1,0.1,1.2,-9,/,-0.9,3,3,-16,6
Cc1ccc(N2CCN(C3=NC(=O)/C(=C\c4cccs4)S3)CC2)cc1,0.6,-1.1,-11,/,-0.7,25,1,6,2
Cc1ccc(S(C)(=O)=O)cc1C(=O)NC(C)C1CC2CCC1C2 (stereo not drawn),-2.8,-0.2,1,-0.4,1.8,-8,-4,12,0
Cc1nn(C)cc1CN(C)C(=O)c1cc(-c2ccccc2)nc2ccc(Br)cc12,-2.9,0.5,0,-0.1,0.3,3,-1,21,68*

# 6 compounds drawn at random from those above, as already listed:
SMILES,FadD28 binding,Mtb UGM inh,BoNT F protease,Mtb BioA inh,BoNT-A LC inh2,GDH-TPI inh,FBA Mtb inh,CCHFV vOTU inh,PrPC surface inh
CCOC(=O)CSc1nnc(-c2ccoc2C)n1-c1ccc(OCC)cc1,-0.5,-1.4,7,3.8,-0.1,-1,1,8,-2
O=C1c2oc3ccc(F)cc3c(=O)c2C(c2ccc(F)cc2)N1CCCN1CCOCC1 (stereo not drawn),-3.4,1.6,-11,13,0.0,0,3,15,0
Cc1cc([N+](=O)[O-])ccc1NC(=O)C(C)[n+]1ccccc1 (stereo not drawn),-1.6,0.9,3,/,0.3,2,1,8,-11
COc1cc(/C=C2\SC(=O)N(Cc3ccc(Cl)cc3)C2=O)cc([N+](=O)[O-])c1O,24*,/,13,/,2.1,-4,-3,14,1
Cc1cnc(C(=O)Oc2ccc(-c3ccccc3)cc2)cn1,0.5,1.7,2,-6.2,0.3,2,0,17,-1
COC(=O)c1cc(S(=O)(=O)N2CCN(c3cc(C)ccc3C)CC2)c[nH]1,-1.1,2.6,-6,-2.3,-0.7,7,2,1,1

# Back to the main list with the 2 entries that preceded the break.
SMILES,FadD28 binding,Mtb UGM inh,BoNT F protease,Mtb BioA inh,BoNT-A LC inh2,GDH-TPI inh,FBA Mtb inh,CCHFV vOTU inh,PrPC surface inh
Cc1ccc(S(C)(=O)=O)cc1C(=O)NC(C)C1CC2CCC1C2 (stereo not drawn),-2.8,-0.2,1,-0.4,1.8,-8,-4,12,0
Cc1nn(C)cc1CN(C)C(=O)c1cc(-c2ccccc2)nc2ccc(Br)cc12,-2.9,0.5,0,-0.1,0.3,3,-1,21,68*
COc1cc(/C=C/C(=O)CC(=O)/C=C/c2ccc(O)c(OC)c2)ccc1O,-0.5,-7.5,-12,2.3,31*,21,-8,6,-12
COCCNC(=O)COC(=O)c1[nH]c(C)c(C(C)=O)c1C,-2.2,-1.2,-2,2.2,-0.3,2,1,4,-2
Cc1ccc(NC(=O)Cn2cnc([N+](=O)[O-])c2)cc1C,1.2,-1.7,3,-1.2,-1.1,8,2,-3,0
O=C(CSc1nc2ccc(NC(=O)CSc3nnnn3-c3ccccc3)cc2s1)Nc1ccccc1,-1.7,-1.4,-5,0.7,0.3,10,0,-13,8
COc1cccc(C2C(C(=O)c3cc4cccc(OC)c4o3)=C(O)C(=O)N2c2cc(C)on2)c1OC (stereo not drawn),-2.9,8.5,1,-0.4,-0.3,20,3,8,7
CCOc1ccccc1N1C(=O)NC(=O)C(CCc2ccncc2)(CCc2ccncc2)C1=O,1.0,1.6,3,-2.4,-0.7,0,0,6,4
COc1cccc(N=c2oc3cc(O)ccc3cc2C(=O)NCC2CCCO2)c1 (stereo not drawn),2.6,0.6,-6,-1.9,-0.4,-1,+,-180,-2
Cc1cc(C(=O)NP(=O)(N2CCOCC2)N2CCOCC2)c(C)n1-c1ccc(N(C)C)cc1,-6.0,0.7,-20,/,0.7,1,-1,-1,6
CN1/C(=C\C(=O)COc2ccc3c(c2)OCO3)C(C)(C)c2ccccc21,0.2,-0.3,3,-1.9,6.0,30,-2,13,10
CC(C)(O)CC[C@@H](O)[C@](C)(O)[C@H]1CC[C@@]2(O)C3=CC(=O)[C@@H]4C[C@@H](O)[C@@H](O)C[C@]4(C)[C@H]3CC[C@]12C,-0.8,-0.3,-2,1.0,0.2,-2,5,3,0
O=C(CN1CCN(Cc2ccccc2Cl)C1=O)NC1CCCCCC1,0.5,-3.0,18,0.8,0.5,3,1,2,1
S=C(NCCc1ccccc1)N/N=C/c1ccccc1Cl,-2.1,2.8,-2,/,-0.5,15,3,-1,-2
Cc1cc(C)n(C(=O)CN2C(=O)CCC2=O)n1,-4.3,2.3,-9,-1.0,-0.2,-2,0,6,-4
Cc1ccn2c(=O)c(C(=O)NCCC3=CCCCC3)c(O)nc2c1,-1.0,3.1,-4,1.2,-1.7,6,2,13,5
NC(=O)c1ccccc1OC1CCC1,-0.5,-0.8,-6,-1.8,0.4,-2,0,4,6
CCNS(=O)(=O)c1ccc(CCC(=O)NCCC2=CCCCC2)cc1,-3.7,1.3,-5,/,-0.9,3,-1,0,3
CN(C)C=Nc1nonc1-c1ccc(Cl)cc1,-0.8,-1.3,-4,-2.8,-0.2,14,-1,-3,5
CCOC(=O)c1c(C)[nH]c(C)c1S(=O)(=O)NCC1CCN(Cc2ccccc2F)CC1,-2.4,-1.6,-3,-1.3,-1.5,-1,1,5,-7
CN1C=CC(=O)[C@@H](O)[C@H]1c1ccccc1Br,-1.0,/,-5,-0.5,0.3,12,-1,13,1
NC(=NCc1ccco1)NC(=O)c1ccccc1,-2.1,-1.3,-2,0.1,-0.7,6,0,-3,-2
Cc1cccc(NS(=O)(=O)c2cccc(C(=O)N3CC(C)OC(C)C3)c2)c1 (stereo not drawn),0.1,1.8,/,/,/,1,-1,-5,1
Cc1noc(C)c1C(=O)OCC(=O)N(C)C1(C#N)CCCCC1,-3.2,-6.3,-2,-2.2,0.0,0,-3,9,-3
O=C(NCc1ccccc1)c1ccc(S(=O)(=O)N2CCCCCC2)cc1,-0.8,/,-2,-0.8,-0.3,7,-2,-17,5
Nc1ccc(C2(c3ccc(N)cc3)CN3CCC2CC3)cc1,-1.2,0.3,-7,0.1,0.1,6,2,-7,2
O=S(=O)(/N=C(/c1ccccc1)N1CCOCC1)c1ccc(F)cc1,-0.8,0.3,-28,/,-3.8,7,0,1,1
CC(=O)N1c2ccccc2C2(O)N=C(C)SC12 (stereo not drawn),-0.1,-3.9,-5,/,-0.3,1,-1,/,/
Cc1ccccc1CNC(=O)c1csc([C@@H]2C[C@H](O)[C@@H](CO)O2)n1,-0.4,/,2,-0.5,0.0,11,5,-3,4
Cc1ccc(-n2c(C)nc3ccccc3c2=O)c(C)c1,-3.9,2.6,?,3.6,-0.5,-7,0,-8,-10
Cn1c(Cl)nc2ccccc21,-1.6,-4.2,-2,-0.9,-1.1,12,0,-9,2
O=C(NC(=S)NCCN1CCOCC1)c1cccc(Cl)c1,0.2,-3.7,-2,-2.6,-0.9,22,1,-12,3
Cn1cccc1/C=C(\C#N)c1ccccc1,-5.8,-0.2,-1,11,-1.1,4,0,18,-1
CN(CC(=O)Nc1ccccc1Cl)C(=O)COC(=O)/C=C/c1ccc(C(F)(F)F)cc1,-0.1,0.1,3,-0.9,-3.5,2,-1,5,2
COc1ccc(-c2nnc(NC(=O)c3ccc(S(=O)(=O)N4COCC4(C)C)cc3)o2)cc1,-1.2,-0.3,-9,-0.3,-2.5,22,-1,6,9
O=C(Nc1nnc(-c2ccc(F)cc2)s1)c1ccco1,0.6,1.5,-5,-1.9,-1.6,6,-1,3,2
Cc1cc(=O)oc2cc(OCC(O)CN3CCN(c4ccccc4)CC3)ccc12 (stereo not drawn),-2.8,/,0,2.3,1.6,25,20,-2,2
